# From PubChem BioAssay
# 12-LOX inh: inhibitors of human 12S-lipoxygenase ALOX12; AID 1671190; purified 12hLO, xylenol orange hydroperoxide absorbance; Potency, µM (top dose mostly 108 µM), for the others: top-dose activity change, negative = inhibition, usual class: inhibitors; P18054; hit rate 1.1% among 580,000; also: potency is read from the fitted curve at half-maximal effect; % is scaled to controls: 0 for no effect and ±100 for the full control effect
#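 Purified human 12hLO (150 nM final) in 25 mM Hepes, 0.01% Triton X-100, pH 7.0 was preincubated 15 min at room temperature with compound. Then 40 uM arachidonic acid was added, 30 min. Hydroperoxide was read by Fe-XO absorbance ratio 573/405 nm.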
# ERG Ets-DNA blk: inhibitors of human ERG Ets domain-DNA interaction; P11308; Potency, µM (doses to about 76.9 µM), for the others: at the highest dose FP activity, negative = inhibition, hits mostly inhibitors; fluorescence polarization, His-ERG Ets domain / labelled DNA; hit rate 0.028% among 370,000; active = well fitted inhibition curve with a large enough effect in the polarisation, with a control signal flat; inconclusive = small, poorly fitted or top-dose-only effect, or effect the other way, or a change in a side signal; inactive = no such curve, though single readings can be large or run the other way; the % refers to the polarisation;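 also: polarization taken with two DNA probes labelled with fluorescein and Texas red; potency is read from the fitted curve at half-maximal effect; % of control where 0% means no effect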
#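 His-tagged ERG Ets domain (1 uM in the protein solution; 300mM KCl, 50mM Tris-HCl, 1mM EDTA, 1mM DTT, pH 7.5) received compound, then a probe mix of 5 nM fluorescein-DNA and 100nM Texas-615-DNA. Fluorescence polarization was read for both dyes.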
# POLK inh: DNA polymerase kappa (human) inhibition. Potency, µM (highest dose often 107 µM), inactives show at the top dose activity, negative = inhibition, most hits filed as inhibitors. purified Pol kappa, fluorescent DNA synthesis assay, 10 min. Q9UBT6. hit rate 0.53% among 400,000; also: potency is read from the fitted curve at half-maximal effect; % is scaled to controls: 0 for no effect and ±100 for the full control effect
#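 50 nM final substrate added after 15 min RT preincubation of 10 nM Pol kappa with compound; fluorescence read at 0 and 10 min.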
# BLM helicase inh: blocks DNA unwinding by human BLM helicase; recombinant BLM DNA unwinding, fluorescence dequenching; Potency, µM (titrated, usually from 56.1 µM), for the others: at the highest dose activity change, negative = inhibition, usual class: inhibitors; hit rate 0.2% among 350,000; AID 2528;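 also: potency is read from the fitted curve at half-maximal effect; plate controls were vehicle for no effect and no enzyme for full effect; nearly all actives have a fitted effect of over 35% in size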
# Pol beta inh: blocks human DNA polymerase beta activity. Pol beta primer extension/strand displacement, fluorescence kinetic. P06746. AID 485314. hit rate 1.3% among 340,000. Potency, µM (series often up to 114 µM), for the others: at the top dose activity change, negative = inhibition, hits mostly inhibitors; also: potency is read from the fitted curve at half-maximal effect; % is scaled to controls: 0 for no effect and ±100 for the full control effect
#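 Values derive from four-parameter Hill fits of normalized kinetic data: reads at 0 and 10 min following addition of 50 nM substrate to 10 nM Pol beta preincubated 15 min with compound.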
# APEX1 inh: inhibitors of human APE1 endonuclease; recombinant APE1, TAMRA/BHQ-2 abasic DNA cleavage fluorescence; Potency, µM (titrated, usually from 65.8 µM), inactives show at the top dose activity change, negative = inhibition, hits mostly inhibitors; hit rate 0.35% among 350,000; AID 2517;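 also: potency is read from the fitted curve at half-maximal effect; plate controls were vehicle for no effect and reference inhibitor for full effect; nearly all actives have a fitted effect of over 55% in size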
#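 Compound pre-exposure to 0.75 nM APE1, 15 min at ambient temperature. Reaction initiated with 50 nM TAMRA/BHQ-2 THF substrate, read immediately in kinetic mode, 525 nm excitation, 598 nm emission.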
# TRHR ag: activates the human TRH receptor | P34981 | TRHR cells, calcium flux fluo-8, FDSS agonist mode | activation, % at 2 µM | hit rate 0.18% among 360,000; in the data active = activation above about 30%; also: 0% is about no effect
#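 TRHR-expressing cells, plated overnight in medium with 10% serum, were loaded with fluo-8 calcium dye at room temperature. After a 10 s baseline, library compound was pin-added and calcium release was recorded kinetically (ex 480/em 530) as agonist response.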
# Anesthetic bind: candidate novel general anesthetic via apoferritin binding | Potency, µM (top dose mostly 77.5 µM), without a hit: at the top dose activity change, negative = displacement, actives largely listed as inhibitors | apoferritin/1-aminoanthracene competitive binding, fluorescence | hit rate 0.074% among 350,000; also: potency is read from the fitted curve at half-maximal effect; % is scaled to controls: 0 for no effect and ±100 for the full control effect; nearly all actives have a fitted effect of over 20% in size
# Target sequence (P02791 2-175 limits assumed): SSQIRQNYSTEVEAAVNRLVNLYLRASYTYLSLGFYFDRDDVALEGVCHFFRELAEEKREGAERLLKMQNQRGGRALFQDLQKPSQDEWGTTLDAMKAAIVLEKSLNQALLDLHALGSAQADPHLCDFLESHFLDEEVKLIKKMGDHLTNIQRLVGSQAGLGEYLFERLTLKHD
#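 Probe: 1-aminoanthracene (50% saturated, PBS). Protein: horse-spleen apoferritin, 10 uM. Incubation: 10 min, room temperature. Detection: 380 nm excitation, 535 nm emission. Analysis: normalized response, four-parameter Hill.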
# Pol iota inh: DNA polymerase iota (human) inhibition | Pol iota fluorescent replication assay, 10 min | hit rate 1% among 390,000 | Potency, µM (titrated, usually from 115 µM), without a hit: top-dose activity, negative = inhibition, actives largely listed as inhibitors | AID 588590; also: potency is read from the fitted curve at half-maximal effect
# Target sequence (Q9UNA4 whole entry, looked up): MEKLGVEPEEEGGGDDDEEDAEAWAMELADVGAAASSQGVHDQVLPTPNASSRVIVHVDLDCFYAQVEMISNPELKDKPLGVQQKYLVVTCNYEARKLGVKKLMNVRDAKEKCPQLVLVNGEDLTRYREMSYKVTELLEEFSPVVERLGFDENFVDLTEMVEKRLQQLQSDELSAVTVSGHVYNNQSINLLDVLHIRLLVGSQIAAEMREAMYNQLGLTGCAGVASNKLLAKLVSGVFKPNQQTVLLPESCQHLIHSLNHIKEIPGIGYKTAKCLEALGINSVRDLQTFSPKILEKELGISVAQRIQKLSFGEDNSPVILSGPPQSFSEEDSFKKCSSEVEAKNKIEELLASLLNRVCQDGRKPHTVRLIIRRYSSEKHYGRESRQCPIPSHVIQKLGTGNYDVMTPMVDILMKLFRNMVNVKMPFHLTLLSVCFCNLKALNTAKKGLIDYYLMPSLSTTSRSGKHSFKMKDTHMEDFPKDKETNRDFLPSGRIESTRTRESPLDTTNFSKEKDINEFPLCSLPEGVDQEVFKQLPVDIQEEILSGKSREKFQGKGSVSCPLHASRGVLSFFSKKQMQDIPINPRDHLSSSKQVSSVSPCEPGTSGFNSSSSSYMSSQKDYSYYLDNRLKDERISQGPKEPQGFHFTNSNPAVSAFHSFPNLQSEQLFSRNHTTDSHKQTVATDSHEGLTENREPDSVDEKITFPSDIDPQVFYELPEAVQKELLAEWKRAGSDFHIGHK
#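 Pol iota at 10 nM preincubated 15 min with compounds at room temperature; reaction started with fluorescent substrate, 50 nM final. Fluorescence read kinetically at 0 and 10 min; buffer-only wells as negative control.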
# The depositor's hits bear a star; u = inconclusive; x = not tested or not shown; & = joins results of further samples; [ ] = remark or other dose. Unless noted, calls follow the shape of the dose curve; as a rule, active = well fitted curve in the direction sought with a large enough effect; inconclusive = small, poorly fitted or top-dose-only effect, or another doubt; inactive = no such curve, though single readings can be large; an effect the other way counts as inactive or inconclusive. An excerpt; the hit share may differ from the screen's.
SMILES,12-LOX inh,ERG Ets-DNA blk,POLK inh,BLM helicase inh,Pol beta inh,APEX1 inh,TRHR ag,Anesthetic bind,Pol iota inh
Cc1ccc(Cn2ccc(=O)c(OCc3c(Cl)cccc3Cl)c2C)cc1,-17%,-8%,2%,-1%,-10%,-3%,0.3,-8%,11%
Cc1ccc(C)c(Nc2nc3nonc3nc2N2CCOCC2)c1,12%,x,3%,-2%,12%,0%,0.0,-19%,-5%
O=C(CN1CCN(C/C=C/c2ccccc2)CC1)NC(=O)NC1CCCCC1,-23%,10%,11%,-6%,10%,24%,-0.1,-12%,80%[activator]
COc1ccccc1OCCCC(=O)NC(C)c1ccccc1 (configuration not stated),16%,0%,0%,-3%,18%,25%,-0.6,-6%,-1%
COc1ccc(-c2noc(CSc3nc4ccccc4c(=O)n3-c3ccc(C)cc3)n2)cc1,-8%,-15%,1%,-1%,9%,5%,0.4,-3%,-17%
CCCn1cnc2cc(NCc3ccccc3OCC)ccc21,-16%,-1%,-14%,-1%,-29%,x,-1.0,-7%,-10%
COc1ccccc1N1CCN(C(=O)COc2cccc(C)c2C)CC1,-11%,1%,5%,-1%,-2%,-3%,-1.9,-14%,54%[activator]
Cc1cccc(OCC(=O)N2CCN(c3nnc(-c4ccccc4)c4ccccc34)CC2)c1,u,-5%,-6%,-3%,2%,-1%,0.8,-18%,20%
CNC(=O)COC(=O)c1cc(-c2ccco2)nc2ccccc12,u,13%,25µM*,16µM*,3.5µM*,u,3.2,34%[activator],u
COc1ccc(CC(=O)Nn2c(-c3ccccc3)nc3ccccc3c2=O)cc1,-15%,-9%,-8%,0%,8%,2%,-0.1,-12%,29%
CC(=O)Nc1ccc2sc(C)nc2c1,-15%,-10%,12%,1%,-1%,11%,-1.4,1%,1%
COC(=O)C1=C(C(=O)OC)[C@@H]2N(C)c3ccccc3[C@@]23C[C@@H](CO)N(C(=O)c2cccs2)C3=N1,-2%,-10%,-6%,x,x,x,x,x,17%
COC(=O)C1=C(C)NC(=O)NC1C1CC=CCC1 (configuration not stated),18%,x,-5%,-2%,17%,15%,0.6,-5%,-40%
COc1cc(CNCCCSc2nnnn2C)cc(Br)c1OC,-9%,1%,2%,2%,1%,31%,0.5,0%,u
Cc1ccc(Nc2c3c(nc4ccccc24)CCC3)cc1F,u,-2%,1%,0%,0%,x,-0.2,u,15%

# Compounds from the list above that contain an aryl thioether with sulfur outside any ring:
SMILES,12-LOX inh,ERG Ets-DNA blk,POLK inh,BLM helicase inh,Pol beta inh,APEX1 inh,TRHR ag,Anesthetic bind,Pol iota inh
COc1ccc(-c2noc(CSc3nc4ccccc4c(=O)n3-c3ccc(C)cc3)n2)cc1,-8%,-15%,1%,-1%,9%,5%,0.4,-3%,-17%
COc1cc(CNCCCSc2nnnn2C)cc(Br)c1OC,-9%,1%,2%,2%,1%,31%,0.5,0%,u

# Next section
SMILES,12-LOX inh,ERG Ets-DNA blk,POLK inh,BLM helicase inh,Pol beta inh,APEX1 inh,TRHR ag,Anesthetic bind,Pol iota inh
O=S1(=O)CCOC[C@H](CC2CCCCC2)N1Cc1ccccc1Br,4%,-4%,-4%&6%,-10%,10%,27%,0.7,21%,19%&15%
CCOc1ccc(-n2cc(C(=O)NCc3ccco3)c3cc(OC)c(OC)cc3c2=O)cc1,-1%,-5%,-22%,-15%,34%,-2%,-0.3,-21%,49%[activator]
CCCCCNc1nc(N2CCCC2)c2c(c1C#N)CCN(C)C2,-34%,-9%,1%,1%,u,2%,2.6,-5%,10%
Cc1noc(NS(=O)(=O)c2ccc(NC(=O)CC34CC5CC(CC(Br)(C5)C3)C4)cc2)c1C,0%,3%,-28%,-2%,23%,-3%,-0.4,-12%,5%
COc1cccc(NC(=O)CN2C(=O)C3(SCC(=O)N3c3cc(C)cc(C)c3)c3ccccc32)c1 (configuration not stated),-29%,-6%,-5%,-8%,12%,x,0.7,-15%,-5%
Cc1cc(=O)[nH]c2c1c(=O)[nH]n2C1CC(C)N(C)CC1C (configuration not stated),-8%,-3%,4%,0%,21%,-2%,1.1,-8%,8%
Cc1noc(C)c1C(=O)OCC(=O)Nc1ccc(C(N)=O)cc1,3%,-6%,-12%,-3%,-2%,-3%,0.7,-3%,34%[activator]
Cc1ccc(S(=O)(=O)NCC(=O)N(CC(=O)NCC2CCCO2)Cc2ccc(Cl)cc2)cc1 (configuration not stated),0%,-1%,-5%,-2%,21%,70%[activator],-0.1,-2%,75%[activator]
Cc1ccc(S(=O)(=O)NCCC(=O)Nc2ccc3c(c2)OCO3)cc1,6%,-1%,-15%,-2%,2%,-2%,-0.3,-15%,-8%
COc1ccccc1CNC(=O)c1ccc(-c2nc(CS(=O)(=O)c3ccc(C)cc3)c(C)o2)cc1,-1%,3%,-10%,-7%,-4%,x,0.3,-1%,11%
CC(C)Oc1ccc(C2CC(=O)NC3=C2C(=O)CCC3)cc1 (configuration not stated),-17%,2%,-11%,2%,32%,-1%,-0.7,-21%,0%
Cc1ccc(CNC(=O)CCSCc2ccccc2C)cc1,u,-4%,10%,-6%,11%,-4%,-1.3,-22%,0%
CCN1C(=S)N[C@@H](c2cccs2)C(C(=O)OC)=C1C,-14%,-3%,-5%,-3%&2%,5%&87%,2%&-14%,3.1&-1.7,-19%&-7%,6%
CCN(CC)C(=S)Nc1ccc2nc3n(c(=O)c2c1)CCCCC3,-4%,11%,1%,-3%,u,-2%,-0.1,-12%,184%[activator]
CCCCOc1nc2ccccc2nc1C(C#N)C(=O)NC1CCCCC1 (configuration not stated),0%,4%,-14%,-3%,24%,1%,0.2,-14%,11%
CS(=O)(=O)c1[nH]nc(-c2ccccc2Cl)c1C#N,-2%,1%,7%,1%,0%,-2%,0.7,-8%,-10%
CCOC(=O)c1c(NC(C)=O)sc2c1C1CCN2CC1,u,1%,-3%,x,x,x,x,x,-6%
COCCCn1c(=N)c(C(=O)NCC2CCCO2)cc2c(=O)n3ccccc3nc21 (configuration not stated),0%,4%,-4%,-1%,4%,3%,-0.5,774%[activator],17%
CCOc1ccccc1NC(=O)CN1C(=O)C(C)SC(C)C1=O (configuration not stated),0%,8%,-7%,-3%,-2%,-2%,0.3,-8%,79%[activator]
CC(=NCCCn1ccnc1)c1c(O)n(Cc2ccccc2)c(=O)[nH]c1=O,1%,3%,-5%,1%,4%,9%,0.2,-4%,10%
CCN(C(=O)c1ccc2c(c1)N(Cc1cccc(Cl)c1)C(=O)c1ccccc1S2=O)c1ccccc1 (configuration not stated),-25%,0%,-1%[60.1 µM],-6%,-26%,x,-0.2,u,-13%
Cc1nc2ccccc2n1Cc1ccc(Br)cc1,68%[activator],19%,-5%,x,x,x,x,x,22%
Cc1ccc(S(=O)(=O)N2CCOCC2)cc1NC(=O)CSc1nnnn1C1CCCC1,u,-6%,12%,x,x,21%,-0.4,x,5%
COc1ccc(Cn2c(=O)n(-c3ccc(F)c(Cl)c3)c(=O)c3c2c2cc(OC)ccc2n3C)cc1,-2%,1%,-6%,-2%,2%,x,0.8,-3%,29%
Cc1cc(S(=O)(=O)Nc2ccc3oc4c(c3c2)CCCC4)ccc1Cl,-30%,-8%,2%,-14%,-6%,x,-1.0,-5%,-6%
CCN(CC)CCC(c1ccc2c(c1)OCO2)c1c(OC)cc(OC)c2c(C)cc(=O)oc12 (configuration not stated),x,x,-13%,26%,x,3%,x,-12%,11%
O=[N+]([O-])c1ccc(S(=O)(=O)NCCc2cn3ccccc3n2)cc1,16%,-1%,-6%,2%,-24%,-1%,-0.7,-9%,-11%
O=C(COC(=O)c1n[nH]c2ccccc12)Nc1ccc([N+](=O)[O-])cc1,-24%,5%,5%,4%,3%,20%,1.3,-18%,-2%
CC(=O)Nc1ccc(C(=O)NNC(=O)c2ccc(Cl)cc2Cl)cc1,1%,0%,-5%,-3%,-3%,53%,-0.1,-4%,33%[activator]
COc1ccc(C(=O)NCC(=O)OCC(=O)NCc2ccco2)cc1,41%[activator],-4%,-21%,x,x,-27%,x,x,-26%
Oc1ccc(C2C(c3ccccc3)=NN=C(c3ccccc3F)N2O)c(O)c1 (configuration not stated),-27%,-3%,-21%,-1%,-2%,u,-0.3,-7%,-3%
Cc1n[nH]c(C)c1CCC(=O)N/N=C/c1cccc([N+](=O)[O-])c1,u,14%,-12%,-2%,2%,-1%,0.5,-5%,29%
OC(COc1cccc2ccccc12)CN1CCCC1 (configuration not stated),35%[activator],-7%,0%,4%,30%,2%,-0.2,-13%,0%
COc1ccc(CCN2CCC(CNC(=O)c3cnn(-c4ccccc4)c3C3CCN(C(=O)OC(C)(C)C)CC3)CC2)cc1,u,-2%,2%,-2%,0%,x,2.9,u,10%
CCC1(C)Cc2ccccc2-c2nc(-c3ccccc3)oc(=O)c21 (configuration not stated),10%,-1%,-9%,-1%,1%,1%,0.4,-17%,8%
O=C(NCCCN1CCCC1=O)Nc1ccc(F)c(Cl)c1,9%,-4%,0%,-2%,45%,0%,-0.3,-9%,-9%
Cc1ccc(C(=O)NC(C(=O)NC2CCCC2)c2ccccc2)cc1 (configuration not stated),5%,9%,8%,-3%,u,-2%,0.4,-12%,46%[activator]
O=C(Oc1ccccc1)N1CCN(c2ccccc2F)CC1,-2%,11%,-11%,-3%,4%,-13%,-0.9,-4%,39%[activator]
COC(=O)C(Cc1ccc(O)cc1)NC(=O)c1ccccc1 (configuration not stated),3%,-4%,-5%,-2%,36%,22%,-0.4,-10%,1%
Cc1cc(C)nc(/N=C(\N)Nc2ccc(CC(=O)OC(C)C)cc2)n1,15%,-2%,0%,8%,23%,15%,13,u,-23%
Cc1ccc2oc(=O)c3cc(C(=O)Nc4cccc(C#N)c4)sc3c2c1,-17%,-1%,1%,1%,28%,x,-0.2,1%,40%[activator]
